Cneo AK release – causes C. neoformans cell lysis. adenylate kinase release luminescence, 4 h; normalised: neutral wells 0, clomiphene wells 100. lysis activity, % at 15 µM. 0.2% of 360,000 active. AID 651654;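 active = mean lysis activity across replicates of at least 80%, whatever share of replicates individually reach that level; inactive = mean lysis activity below 80%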
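Assay system: C. neoformans cells. Amount: yeast cell density of 5 × 10^6 cells/mL. Technique: AK luminescence. Buffer or medium: YPD. Times: static 4 h at 37 °C with compound, 1 h detection. Dosing: single-point compound dose. Read-out: lysis from increased AK signal.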
PglD inh – blocks C. jejuni PglD acetyltransferase activity; purified PglD enzyme, DTNB colorimetric CoA detection; inhibition, % at 12.5 µM; 0.098% of 360,000 active; AID 602405; in the data active = inhibition above about 16%, passing the limit was not always enough; also: strong numbers were not always called active
LGR2 inh – blocks bursicon-induced cAMP signaling via Drosophila LGR2 | AID 720647 | inhibition, % at 9.99 µM | HEK293 LGR2, CRE-luciferase, bursicon-stimulated, 4 h | 0.35% of 380,000 active;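 active = drop in luminescence signal, shown as inhibition above about 50% in the replicate tests, limit read from the data, passing the limit was not always enough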;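 also: agonist challenge used bursicon conditioned medium at about half maximal strength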
GSIS activator – primary screen for activators of insulin secretion dependent on glucose, INS-1E cells, GLuc reporter luminescence | INS-1E GLuc reporter insulin secretion, 2-3 h | activation, % at 16.6 µM | 0.61% of 370,000 active | AID 743287;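 active = lowest replicate activation of at least 40%, so every replicate reaches that level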;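 also: 0% = median of neutral control wells and 100% = median of IBMX positive control wells; some compounds called inactive have numbers as strong as hits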
PGC1a acetyl inh – PGC1a acetylation modulation, inhibitor mode; 0.17% of 350,000 active; U2OS PGC1a acetylation, AlphaScreen anti-acetyl-lysine; with virally co-expressed GCN5 acetyltransferase; AID 651687; inhibition, % at 15.6 µM;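 active = every replicate shows inhibition of at least 40%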;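 also: 0% = neutral control wells and 100% = positive control wells; some results beyond the cut were filed as inactive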
Statin myotox sup – suppressors of simvastatin-induced myotoxicity in C2C12 myotubes. 0.78% of 330,000 active. ATP luminescence, 48 h; scaled: DMSO 0, geranylgeraniol control 100. AID 602340. rescue of ATP level, % at 7.49 µM;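 active = mean ATP rescue above about 67%, or every replicate alone reaching that limit, limit read from the data, passing the limit was not always enough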;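 also: myotubes were challenged with 10 µM simvastatin during compound exposure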
PAX8 reporter – inhibitors of PAX8 transcriptional activity in RMG-I cells | 1.2% of 360,000 active | RMG-I TPO-luciferase reporter, SteadyGlo, 24 h | inhibition, % at 12.6 µM | AID 652154;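 active = mean replicate inhibition at least 60% with every replicate also reaching 60%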;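 also: luciferase light reporting Pax8 driven TPO promoter activity; plate controls were median of neutral control wells for no effect and mitoxantrone controls for full effect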
ARNT TACC3 PPI – ARNT/TACC3 interaction disruption; AlphaScreen His-ARNT PAS-B/GST-TACC3 binding, luminescence; TACC3 fragment carries E629A point mutation; inhibition, % at 9.99 µM; 0.66% of 390,000 active;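 active = mean inhibition of replicates at least 50% and at least half of replicates each reaching 50%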;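 also: 0% = complete ARNT plus TACC3 wells and 100% = ARNT alone without TACC3; many hits fall short of the cut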
Starred values were filed as active, the others as inactive; / = not tested or not shown.

SMILES | Cneo AK release | PglD inh | LGR2 inh | GSIS activator | PGC1a acetyl inh | Statin myotox sup | PAX8 reporter | ARNT TACC3 PPI
COc1cc(C(=O)Nc2cccc(NC(=O)c3cccs3)c2)cc(OC)c1OC | -2 | 3 | -2 | -10 | / | -40 | -12 | 6
C[C@@H]1CN([C@@H](C)CO)C(=O)c2cc(NC(=O)Nc3ccc(F)cc3)ccc2O[C@H]1CN(C)Cc1ccncc1 | -13 | 1 | -17 | 31 | 8 | -15 | 3 | 0
Cc1cccc(-n2c(CCN3C(=O)c4ccccc4C3=O)nc3ccccc3c2=O)n1 | 5 | -3 | -3 | / | -10 | / | / | /
CN(C)c1ccc(-c2nnn(Cc3ccccc3Br)n2)cc1 | -1 | 5 | -53 | 4 | -28 | 10 | / | 1
O=C(c1ccccc1)N(c1ccccc1)C1C=CS(=O)(=O)C1 (stereo unspecified) | -1 | 4 | -6 | 4 | -8 | -1 | / | -6
Cn1c(=NC(=O)c2ccc3c(c2)OCCO3)sc2cc(S(C)(=O)=O)ccc21 | / | / | -3 | 6 | / | / | -5 | -2
COCC#Cc1ccc([C@@H]2[C@H]3CN(C(=O)NC4CCCC4)CCCCN3[C@H]2CO)cc1 | 6 | 1 | 1 | 6 | -5 | -37 | 18 | -5
O=C(COc1ccc(Cl)cc1)NCCCNC(=O)c1ccccn1 | 0 | 4 | -10 | 8 | / | -23 | 1 | 2
CN(CCn1ccnc1)Cc1cn(-c2ccccc2)nc1-c1ccc2c(c1)OCO2 | / | / | 7 | 20 | -2 | / | 4 | -4
COc1ccc(-c2c[n+](CC(=O)OC3CC(C)CCC3C(C)C)c3n2CCC3)cc1 (stereo unspecified) | -4 | -6 | 34 | -41 | 1 | -95 | 91* | -48
CN(C)CCNC(=O)c1cccc(-c2cnc3c(NC=O)cc(-c4cc(F)c(F)c(F)c4)cn23)c1 | 0 | -3 | -31 | 12 | -14 | -5 | 0 | /
CC(C)(C)Nc1nc(NN)nc(NC(C)(C)C)n1 | -14 | -2 | / | / | 0 | -2 | / | -2
O=C(NCCc1ccc(F)cc1)c1cc2ccccc2oc1=O | 0 | 18 | -8 | 11 | / | / | -52 | -2
COc1ccc(CN2CCNC(=O)C2CC(=O)NCCc2nc(C)c(C)s2)cc1C (stereo unspecified) | 1 | 2 | 12 | 2 | -2 | 9 | -6 | 9
O=C(CSc1nnc(NC(=O)c2cc(Br)ccc2Cl)s1)NCC1CCCO1 (stereo unspecified) | 3 | -2 | -1 | -5 | -4 | 13 | -6 | -3
O=C(C[C@H]1CC[C@H]2[C@@H](COC[C@H](O)CN2C(=O)c2ccccc2F)O1)N1CCN(c2ccccc2)CC1 | 7 | -4 | 3 | 18 | 4 | 1 | -6 | -7
O=C(CN1CCN(Cc2ccccc2)CC1)NC(c1ccccc1)c1ccccc1 | 0 | -1 | -6 | -45 | -1 | / | 9 | -3
COc1ccc(/C(C)=N/Nc2ccc(C(=O)O)cc2)c(OC)c1 | / | / | -28 | 20 | / | / | -183 | 3
O=C(N/N=C/c1cccc(OC(=O)c2ccc3c(c2)OCO3)c1)c1cncc(Br)c1 | -3 | -3 | 42 | 7 | 1 | / | / | -2
COc1cc(NC(=O)C2CCCN2S(=O)(=O)c2ccc3c(c2)CC(C)N3C(C)=O)cc(OC)c1 (stereo unspecified) | 5 | 5 | -10 | 15 | -3 | 1 | 2 | -2
COc1ccccc1NC(=O)CN1C(=O)COc2ccc(S(=O)(=O)N3CCCCCC3)cc21 | 0 | -2 | 15 | -18 | 10 | 3 | 33 | 1
O=C(c1cnccn1)N1CC(=O)N2[C@H](CO)[C@@H](c3ccc(-c4ccccc4)cc3)[C@H]2C1 | / | / | 1 | 9 | -4 | / | 9 | /
O=C(N/N=C/c1ccoc1)c1cccc(OC(F)(F)C(F)F)c1 | / | / | -22 | 9 | / | / | 3 | 4
O=C1NC(=Nc2ccccc2)SC1Cc1ccccc1 (stereo unspecified) | / | / | -2 | 19 | -10 | / | -74 | /
Cc1ccc(S(=O)(=O)N2CCC(N3CCN(C)CC3)CC2)cc1Cl | 0 | -5 | 1 | 29 | -19 | 5 | -20 | 8

Other structures follow.
SMILES | Cneo AK release | PglD inh | LGR2 inh | GSIS activator | PGC1a acetyl inh | Statin myotox sup | PAX8 reporter | ARNT TACC3 PPI
Cn1c(=O)[nH]c(=O)c2c1nc(CN1CCN(c3ccc(F)cc3)CC1)n2CCN1CCOCC1 | 1 | -1 | -20 | 25 | 7 | -4 | 20 | 0
Cc1cc(O)cc(O)c1C=NCc1ccco1 | / | / | -11 | -15 | / | / | -28 | 2
Cc1ccn2c(=O)nc(SCC(=O)NC3CCCC3)nc2c1 | 9 | -3 | -4 | 5 | 11 | 6 | 8 | 1
C[C@H]1CN([C@@H](C)CO)C(=O)c2cccc(N(C)C)c2O[C@@H]1CN(C)C(=O)Nc1ccc2c(c1)OCO2 | -10 | -2 | -6 | 24 | -5 | -11 | -43 | 8
Cc1c(NC(=O)C2CCCN2S(=O)(=O)c2cccc3nsnc23)cccc1C(=O)O (stereo unspecified) | 4 | 5 | -7 | 9 | 1 | -1 | 8 | -7
COc1ccc(NC(=O)NC(=O)c2ccccc2)cc1 | -1 | 3 | 31 | 9 | / | 1 | -77 | 2
Cc1noc(C)c1NC(=O)N(C)C[C@@H]1Oc2ccc(NS(=O)(=O)c3cccs3)cc2C(=O)N([C@@H](C)CO)C[C@@H]1C | -4 | 2 | -12 | 23 | 7 | -6 | / | -36
Fc1ccc(-n2cc(-c3ccccc3)c3c(=S)nc[nH]c32)cc1 | 26 | -3 | 12 | 1 | -19 | 2 | -10 | 29
CCNc1c(NC(=O)C2CCC(C)CC2)c(=O)oc2ccccc12 (stereo unspecified) | -4 | 3 | -11 | -5 | -20 | -2 | 4 | -10
O=C(CN1C(=O)NC2(CCCCC2)C1=O)N1CCOCC1 | 0 | 0 | 0 | -6 | / | 2 | -3 | /
CC(=O)Nc1cccc(NC(=O)COC(=O)C2CC3CCCC(C2)C3=O)c1 (stereo unspecified) | 0 | 1 | -16 | / | 4 | / | / | -1
CC(C)n1c(NCCO)nc2ccccc21 | / | / | 43 | -5 | / | / | -7 | 4
CSc1ccc(CN(C)C(=O)c2cc(Cl)c3c(c2)OCCO3)cc1 | 0 | -1 | -3 | -10 | / | 34 | -6 | -15
O=C(C[C@H]1C[C@@H]2c3cc(NC(=O)c4ccc5c(c4)OCO5)ccc3O[C@@H]2[C@@H](CO)O1)NCc1cccc(F)c1 | -22 | 3 | -2 | -27 | 17 | 1 | -11 | -19
C[C@@H]1CN([C@H](C)CO)C(=O)c2cc(NC(=O)C3CCCCC3)ccc2O[C@H]1CN(C)S(=O)(=O)c1cn(C)cn1 | -2 | 0 | -2 | 2 | 9 | 33 | / | -6
CO[C@@H](CN(C)C(=O)c1ccccc1F)[C@H](C)CN([C@@H](C)CO)S(=O)(=O)c1ccc(Cl)cc1 | 0 | 1 | -10 | -7 | -3 | 0 | / | 1
CNC(=O)C[C@@H]1CC[C@@H]2[C@H](COC[C@@H](O)CN2C(=O)c2ccccn2)O1 | 0 | 0 | -11 | 5 | -3 | -3 | 8 | 6
CCN(CC)S(=O)(=O)c1ccc(Cl)c(C(=O)OC)c1 | / | / | 1 | 24 | 0 | -1 | / | 1
O=C(NC1CCCC1)C1CCC(CNS(=O)(=O)c2cccs2)CC1 (stereo unspecified) | / | / | 2 | 13 | / | / | 16 | -11
O=C(c1cnccn1)N1C[C@H]2[C@@H](c3ccccc31)[C@@H](CO)N2CC1CCCC1 | -5 | -2 | 2 | -5 | 12 | -6 | 17 | 4
C[C@@H]1CN([C@H](C)CO)C(=O)c2cc(NC(=O)c3ccccc3)ccc2O[C@@H](C)CCCCO[C@H]1CN(C)Cc1ccc(C(=O)O)cc1 | -2 | -2 | -1 | 12 | 1 | / | 0 | -15
COc1ccc(S(=O)(=O)N(C)C[C@@H]2OCCCC[C@@H](C)Oc3ccc(NC(=O)CCC(F)(F)F)cc3C(=O)N([C@@H](C)CO)C[C@H]2C)cc1 | -1 | 3 | -3 | -8 | 0 | / | -7 | 3
O=C(NC(=S)Nc1ccc2[nH]c(=O)[nH]c2c1)c1cc(Br)ccc1Cl | -1 | -5 | 7 | 9 | / | -4 | 6 | 0
COc1ccc(Cl)cc1C(=O)Nc1ccccc1N1CCCCC1 | 3 | -1 | -3 | -6 | / | -24 | 3 | -10
N#CC(C#N)=NNc1ccc([N+](=O)[O-])cc1 | / | / | 28 | -49 | / | / | 19 | 11

(listing goes on)
SMILES | Cneo AK release | PglD inh | LGR2 inh | GSIS activator | PGC1a acetyl inh | Statin myotox sup | PAX8 reporter | ARNT TACC3 PPI
CC(C)Oc1ccc(CCN=C(N)N=C(N)N)cc1Cl | / | / | 9 | 2 | 11 | / | 12 | 8
COc1ccc(C(=O)NCc2cccnc2)cc1Br | 1 | 0 | / | / | -10 | 9 | / | -1
CC1CCCC(NC(=O)COC(=O)c2ccc(Cl)nc2)C1C (stereo unspecified) | -1 | 1 | 2 | 2 | -3 | 9 | -16 | 5
COC(=O)c1sccc1NC(=O)c1ccc(Cl)cc1 | -1 | 9 | -18 | 23 | / | 9 | 22 | -5
COC(=O)CSc1nc2cc(OC)ccc2cc1C#N | -4 | 6 | / | / | -1 | 6 | / | -6
O=c1[nH]c(NC2CCCCC2)nnc1Cc1ccccc1 | -3 | 0 | / | / | 3 | -1 | / | 12
CC12CCC(C(=O)N3CCN(c4ncccn4)CC3)(c3nc4ccccc4nc31)C2(C)C (stereo unspecified) | -3 | 1 | 13 | -9 | 2 | 6 | / | -2
COc1ccc(CN2C[C@@H](C)[C@H](OC)CN(C)C(=O)c3ccc(NC(=O)c4nc5ccccc5s4)cc3OC[C@H]2C)cc1 | -60 | -4 | 2 | 12 | -8 | 22 | -19 | -1
Cc1ccc(NC(=O)CN(C)C(=O)c2ccc(OCc3c(C)noc3C)cc2)cc1 | 0 | 2 | 9 | 3 | -18 | 12 | 12 | -3
Cc1ccc(N2C(=O)CS/C2=N\C(=S)Nc2ccccc2)cc1 | 1 | 0 | -25 | 8 | -1 | / | -3 | /
Cc1ccc(C(=O)N2CCC(C(=O)NCc3ccco3)CC2)cc1 | 0 | -4 | 6 | 12 | -5 | 4 | 19 | /
C=CCSc1nnc(NC(=O)c2cn(CC)c3nc(C)ccc3c2=O)s1 | / | / | -10 | 7 | 3 | / | -14 | 0
CCOC(=O)C1(Cc2cccc(F)c2)CCN(C(=O)c2cnccn2)CC1 | 7 | 5 | / | 1 | -7 | -10 | 12 | 5
CC(=O)c1ccc(NC(=O)c2cc(CC(C)C)on2)cc1 | -5 | 4 | -13 | / | -9 | -2 | -37 | -3

A run of entries of the results above:
SMILES | Cneo AK release | PglD inh | LGR2 inh | GSIS activator | PGC1a acetyl inh | Statin myotox sup | PAX8 reporter | ARNT TACC3 PPI
CC(C)Oc1ccc(CCN=C(N)N=C(N)N)cc1Cl | / | / | 9 | 2 | 11 | / | 12 | 8
COc1ccc(C(=O)NCc2cccnc2)cc1Br | 1 | 0 | / | / | -10 | 9 | / | -1
CC1CCCC(NC(=O)COC(=O)c2ccc(Cl)nc2)C1C (stereo unspecified) | -1 | 1 | 2 | 2 | -3 | 9 | -16 | 5
COC(=O)c1sccc1NC(=O)c1ccc(Cl)cc1 | -1 | 9 | -18 | 23 | / | 9 | 22 | -5
COC(=O)CSc1nc2cc(OC)ccc2cc1C#N | -4 | 6 | / | / | -1 | 6 | / | -6
O=c1[nH]c(NC2CCCCC2)nnc1Cc1ccccc1 | -3 | 0 | / | / | 3 | -1 | / | 12
CC12CCC(C(=O)N3CCN(c4ncccn4)CC3)(c3nc4ccccc4nc31)C2(C)C (stereo unspecified) | -3 | 1 | 13 | -9 | 2 | 6 | / | -2

Screening results from PubChem.

Not a hit list. About 2.9% of those tested had a hit in this group.
